ST2 IL33 inh – inhibitors of human ST2 (IL1RL1) binding to IL-33, primary screen, biochemical, AlphaLISA; AlphaLISA ST2-Fc/biotin-IL-33 interaction, 1 h; inhibition, % for hits at 17 µM; 78,000 tested, 2.3% active; in the data active = inhibition above about 30%; inconclusive = mostly about 10% to 28%
Target sequence (Q01638 whole entry, looked up): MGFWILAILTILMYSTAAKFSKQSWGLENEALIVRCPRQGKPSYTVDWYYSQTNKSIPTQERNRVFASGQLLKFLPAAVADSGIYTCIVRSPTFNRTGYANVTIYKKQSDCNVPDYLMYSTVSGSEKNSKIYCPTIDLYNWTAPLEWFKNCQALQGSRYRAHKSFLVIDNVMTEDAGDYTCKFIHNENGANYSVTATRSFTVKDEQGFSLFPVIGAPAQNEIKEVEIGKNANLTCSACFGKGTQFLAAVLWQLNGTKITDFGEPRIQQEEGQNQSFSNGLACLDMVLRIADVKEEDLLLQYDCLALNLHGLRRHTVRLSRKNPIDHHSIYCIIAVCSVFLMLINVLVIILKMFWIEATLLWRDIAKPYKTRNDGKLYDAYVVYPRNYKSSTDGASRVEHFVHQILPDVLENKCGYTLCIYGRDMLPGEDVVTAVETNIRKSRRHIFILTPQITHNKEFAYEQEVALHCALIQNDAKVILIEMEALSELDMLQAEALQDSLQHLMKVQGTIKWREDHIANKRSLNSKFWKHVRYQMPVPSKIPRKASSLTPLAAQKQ
Starred values were filed as active, the others as inactive; i = inactive; ? = inconclusive. A portion of the library; the hit share may differ from the screen's.

SMILES	ST2 IL33 inh
COc1cccc(OCC(O)CN2CCC(CN3C(=O)c4cccc5cccc(c45)C3=O)CC2)c1 (stereo not given)	?
O=C1OC(NCc2cccnc2)(c2ccccc2)c2ccccc21 (stereo not given)	i
COC(=O)c1sc2ccccc2c1NC(=O)c1ccc(Br)s1	i
Cn1ccnc1CN1C(=O)CO[C@H]2CN(C(=O)c3cccnc3)C[C@H]21	i
CC1(C)CC(=O)C2=C(C1)N(c1ccc(S(N)(=O)=O)cc1)C(N)=C(C#N)C2c1ccsc1 (stereo not given)	i
N#CC1=C(N)OC2=C(C(=O)CCC2)C12C(=O)Nc1ccccc12 (stereo not given)	i
O=C(Nc1ccccc1I)C12CC3CC(CC(C3)C1)C2	i
Cc1cccc(C(=O)Nc2cc([N+](=O)[O-])ccc2C)c1	i
Cc1nc(-c2coc3c(C)c(O)ccc3c2=O)cs1	i
COc1ccc(-c2nn(-c3ccccc3)cc2CN(C)Cc2cnccn2)c(F)c1	i
CCc1ccc(CN(C)Cc2snnc2C)nc1	?
COCCn1c(CCCC(=O)NCc2ccccn2)nc2cccnc21	i
Cn1nc(-c2ccc(Cl)cc2)c2cc(C(=O)NCc3ccco3)sc21	?
O=C(C1CCCN(Cc2cc3n(n2)CCCNC3)C1)N1CCOCC1 (stereo not given)	?
CCCc1nc(N2CCCC(c3cc(=O)[nH]cn3)C2)c2cnn(C)c2n1 (stereo not given)	i
CCCNC(=O)Cn1c(=O)n(CC2CCC(C(=O)N3CCCCCC3)CC2)c(=O)c2sccc21 (stereo not given)	i
O=C(NCCC1=CCCCC1)C1C2C=CC3(CN(Cc4cccs4)C(=O)C13)O2 (stereo not given)	i
CCSc1nnc2c(n1)OC(c1c(OC)cc(OC)cc1OC)Nc1ccccc1-2 (stereo not given)	i
CC(C)=CCC[C@](C)(O[C@@H]1O[C@H](CO[C@@H]2O[C@H](CO)[C@@H](O)[C@H](O)[C@H]2O)[C@@H](O)[C@H](O)[C@H]1O)[C@H]1CC[C@]2(C)C1[C@H](O)CC1[C@@]3(C)CC[C@H](O[C@@H]4O[C@H](CO)[C@@H](O)[C@H](O)[C@H]4O)C(C)(C)C3CC[C@]12C (stereo not given in full)	?
CSc1nnc2c(n1)OC(c1cccn1C)N(C(C)=O)c1ccccc1-2 (stereo not given)	i
Cc1ccccc1Nc1c(-c2cc(Br)ccc2O)nc2cnccn12	i
CCOc1ccccc1NS(=O)(=O)c1cc(Br)cc2c1N(C(C)=O)C(C)C2 (stereo not given)	?
C=CCSC1=C(C#N)C(c2ccc(C(C)C)cc2)CC(=O)N1 (stereo not given)	i
COc1cc(C)nc(Oc2ccc(/C=N\O)cc2)n1	i
O=[N+]([O-])c1ccc(-c2cnc(-c3ccc(Br)cc3)nc2)cc1	i

Four of the compounds above, field by field:
O=C(NCCC1=CCCCC1)C1C2C=CC3(CN(Cc4cccs4)C(=O)C13)O2 (stereo not given)
  ST2 IL33 inh = i
CCSc1nnc2c(n1)OC(c1c(OC)cc(OC)cc1OC)Nc1ccccc1-2 (stereo not given)
  ST2 IL33 inh = i
CC(C)=CCC[C@](C)(O[C@@H]1O[C@H](CO[C@@H]2O[C@H](CO)[C@@H](O)[C@H](O)[C@H]2O)[C@@H](O)[C@H](O)[C@H]1O)[C@H]1CC[C@]2(C)C1[C@H](O)CC1[C@@]3(C)CC[C@H](O[C@@H]4O[C@H](CO)[C@@H](O)[C@H](O)[C@H]4O)C(C)(C)C3CC[C@]12C (stereo not given in full)
  ST2 IL33 inh = ?
CSc1nnc2c(n1)OC(c1cccn1C)N(C(C)=O)c1ccccc1-2 (stereo not given)
  ST2 IL33 inh = i

Other results:
SMILES	ST2 IL33 inh
Cc1c(C(=O)NCCC2=CCCCC2)oc2ccc(S(=O)(=O)N3CCOCC3)cc12	i
C=Cn1cc(CN2CCN3CCNC(=O)C3C2)cn1 (stereo not given)	?
CC(C)(C)S(=O)(=O)CCC#N	i
O=C(NC1CC1)c1cc2n(n1)CCN(c1nccc(C(F)(F)F)n1)C2	i
COc1ccc(Br)cc1S(=O)(=O)NCc1ccccn1	i
O=C(CCS(=O)(=O)c1cccs1)Nc1ccc(C(=O)NCc2cccs2)cc1	i
O=C1CCCC2=C1C(c1ccc(O)cc1)c1c(nc(SCc3ccccc3F)[nH]c1=O)N2 (stereo not given)	?
COc1ccc(OCC(=O)Nc2ccc(Br)cc2F)cc1	i
c1ccc(C2=NCCn3cccc32)cc1	?
CCN(CC)C(=O)C1CCCN(Cc2cc(OC)c(OC)c(OC)c2)C1 (stereo not given)	?
Cc1ccc(C)c(NC2=NC3CS(=O)(=O)CC3S2)c1 (stereo not given)	i
CCOC(=O)C1(Cc2ccc(OC)cc2)CCN(C(=O)C2=CCCCC2)CC1	?
O=C(Nc1cc(Oc2cccnc2)cc([N+](=O)[O-])c1)c1sc2ccccc2c1Cl	?
CN1CCCN(Cc2ccc(F)cc2)CC1	i
CCN(CC)c1ccc(NC(=O)CCS(=O)(=O)c2cccc3nsnc23)c(C)c1	?
Cc1cc(OCC(=O)Nc2sc3c(c2C(N)=O)CCCC3)ccc1Br	i
O=C1C(=O)N(CCCCN2C(=O)C(=O)c3ccccc32)c2ccccc21	i
Cc1noc(C)c1S(=O)(=O)Nc1ccccc1F	i
O=C1CCCC2=C1C(c1cccc(Cl)c1)n1nc(SCc3ccccc3)nc1N2 (stereo not given)	i
Fc1ccc(CNc2ncnc3c2cnn3-c2ccc(Cl)cc2)cc1	i
Oc1ccccc1C=Nc1ccccc1-c1nnc2n1CCCCC2	i
CCc1nc(C)cn1S(=O)(=O)c1cc(C)c(OC)cc1C	i
COc1ccccc1N1CCN(C(=O)COc2ccc(Cl)cc2Cl)CC1	i
CCOc1ccc(S(=O)(=O)NCc2ccc(OC)cc2)c2cccnc12	i
O=C1c2ccccc2NC2(C(=O)N(Cc3ccccc3F)c3ccccc32)N1c1ccccc1 (stereo not given)	i

Other structures follow:
SMILES	ST2 IL33 inh
CCN(CC)c1ccc(N=Cc2ccc(N(CC)CC)cc2O)cc1	60%*
Cc1ccc(Cc2c(C)nc3nc(SCC(=O)NCCC(C)C)nn3c2C)cc1	?
CC(=O)N1c2c(cc(Br)cc2S(=O)(=O)N2CCCC(C)C2)CC1C (stereo not given)	i
Cc1ccc(C23C[C@@H]4C[C@@H](CC(C(=O)O)(C4)C2)C3)cc1	i
C=CCSC(C)C(=O)Nc1ccc(NC(=O)C(C)(C)C)c(Cl)c1 (stereo not given)	i
CC(=O)N[C@H]1C[C@@H](c2cccc(OCc3ccccn3)c2)O[C@@H](C(C)C)C1	i
Cc1ccc(C)c2c(C)c(C(=O)N3CCOC(Cc4ccccc4)C3)[nH]c12 (stereo not given)	i
COc1ccc(OC)c(S(=O)(=O)NCCC2=CCCCC2)c1	i
Nc1cccc(-c2csc(-c3ccccc3)n2)c1	i
N=C(N)SCCc1ccc(CCSC(=N)N)cc1	?
CCS(=O)(=O)N1CCN(c2nccc(CCC(F)(F)F)n2)CC1	i
Cc1ccn2c(=O)cc(COc3cccc(NC(=O)CCc4ccccc4)c3)nc2c1	i
CCCCN(C)CC(=O)Nc1cc(N(C)C)nc2ccccc12	i
CC12CC(NC(=O)N1c1ccc(Br)cc1)c1cc(Cl)ccc1O2 (stereo not given)	i
COC(=O)[C@H](NC(=O)[C@@H]1C[C@H](NC(=O)Nc2cccc(SC)c2)CN1C(=O)C=C(C)C)C(C)C	i
CC(c1ccccc1)n1c(Cn2cccn2)nnc1SCC(=O)O (stereo not given)	?
Cc1cccc(-n2ncc3c(NC4CCCCC4)ncnc32)c1	?
COC(=O)[C@@H]1Cc2ncn(C(C)C)c2CN1C(=O)c1ccccc1	?
CCC(CC)C(=O)NCc1ccccc1OC	i
CSc1ccc(-c2nc(CSCC(=O)N3CCOCC3)c(C)o2)cc1	i
Cn1c(=O)cc(SCC(=O)N2CCN(c3cccc(Cl)c3)CC2)c2ccccc21	i
CC(CO[C@@H]1O[C@H](COC(=O)/C=C/c2ccc(O)c(O)c2)[C@@H](O)[C@H](O)[C@H]1O)C1(O)COC(=O)C1 (stereo not given in full)	?
Oc1oc(-c2ccccc2F)nc1C=Nc1ccc(Br)cc1	?
Oc1ccc(-c2cnn3cccnc23)cc1	i
N[C@H](CO)C(=O)O	i

(further entries)
SMILES	ST2 IL33 inh
Cn1c(=O)[nH]c(=O)c2c1nc(N1CCOCC1)n2CCSc1ncccn1	i
Cc1ccccc1N(CC(=O)NCC1CCCO1)S(C)(=O)=O (stereo not given)	i
CC(C)c1ccc(NC(=O)c2ccc(Cl)cc2[N+](=O)[O-])cc1	i
CC(C)(C)NS(=O)(=O)c1ccccc1Cl	i
NC(=O)CSc1oc(-c2ccco2)nc1S(=O)(=O)c1ccccc1	i
COc1ccc(N2CCCS2(=O)=O)cc1NC(=O)COc1ccccc1C	i
COCCSc1ncc(-c2cccc(OC)c2)c(C2CCCN(C(=O)c3cc[n+]([O-])cc3)C2)n1 (stereo not given)	i
CCN1C(=O)NC(=O)/C(=C\c2cn(CC(=O)N3CCC(C)CC3)c3ccccc23)C1=O	?
COc1cc(OC)c(-c2nc(-c3ccsc3)c(-c3ccccc3)[nH]2)cc1OC	?
CC(=O)Nc1ccc(S(=O)(=O)N2CCN(C(=O)c3ccc([N+](=O)[O-])cc3)CC2)cc1	i
O=C(Cc1c[nH]c2ccccc12)N(CCO)Cc1cccs1	i
Cc1oc(-c2cc3c(cc2Cl)OCO3)nc1CN1CCCCC1c1nccs1 (stereo not given)	i
COc1ccccc1C1C2=C(CC(C)(C)CC2=O)Nc2nc(SCCN(C)C)[nH]c(=O)c21 (stereo not given)	i
Cc1cc(C)c2c(=O)[nH]c(SCC(=O)c3ccc(Cl)cc3)nc2n1	?
COc1ccc(C(=O)Nc2nc(C)cs2)cc1[N+](=O)[O-]	?
Cc1cc(C)n(CCc2c(-c3ccccc3)ncn2C(C)Cn2cccn2)n1 (stereo not given)	?
COc1ccc(-c2[nH]nc3c2C(c2cn[nH]c2-c2ccc(F)cc2)C(C#N)=C(N)O3)cc1OC (stereo not given)	?
N#CNC(N)=NCc1ccccc1	i
Clc1ccccc1-n1ncnc1-c1ccc(Br)cc1	i
COc1cc(/C=C2/C(=O)NN(c3ccc(Cl)cc3)C2=O)cc([N+](=O)[O-])c1O	i
CCC(C)OC(=O)C1=C(C)NC2=C(C(=O)C(C(=O)OC)C(C)C2)C1c1ccc(OC)c(OC)c1 (stereo not given)	i
COc1ccc(C(NC(=O)CN2C(=O)c3ccccc3C2=O)c2ccccc2)cc1 (stereo not given)	i
Cc1ccccc1C(=O)N(c1ccc(C(C)C)cc1)C1C=CS(=O)(=O)C1 (stereo not given)	i
CNC(=O)C(=O)Nc1cccc(Cl)c1	i
COc1ccc(NC(=O)c2cc(C3CC3)on2)cc1OC	i

The closing 4 records of the section above lead into the next:
SMILES	ST2 IL33 inh
COc1ccc(C(NC(=O)CN2C(=O)c3ccccc3C2=O)c2ccccc2)cc1 (stereo not given)	i
Cc1ccccc1C(=O)N(c1ccc(C(C)C)cc1)C1C=CS(=O)(=O)C1 (stereo not given)	i
CNC(=O)C(=O)Nc1cccc(Cl)c1	i
COc1ccc(NC(=O)c2cc(C3CC3)on2)cc1OC	i
O=C(Nc1ccc(N=Cc2ccc(O)c(O)c2)cc1)c1ccc(F)cc1	i
CNc1ncnc2c1ncn2[C@@H]1O[C@H](CO)[C@@H](O)[C@H]1O	?
CC(C)(C)NC(=O)CN1C(=O)S/C(=C\c2ccccc2)C1=O	i
CN(C)CCCN1c2ccccc2CCc2ccccc21	i
CC(=O)N[C@H]1CC[C@]2(C)CCC([C@H](C)C(=O)NCCN3CCOCC3)[C@H](O)[C@H]2[C@@H]1C (stereo not given in full)	i
O=C(OC(c1ccc2c(c1)OCO2)c1nccc2ccccc12)c1ccco1 (stereo not given)	?
N=c1c2c(-c3ccccc3)c(-c3ccccc3)n(Cc3ccco3)c2ncn1CCCn1ccnc1	?
O=C(c1ccc(F)cc1)c1c[nH]c2cc3c(cc2c1=O)OCO3	i
CCc1c(O)nc(SCC(=O)c2ccccc2)[nH]c1=O	i
O=C(NCc1ccccc1C(F)(F)F)c1cc(COc2ccc(F)cc2F)on1	i
COCCNC(=O)C1CCN(c2ccc(-c3cccs3)nn2)CC1	i
CCCSc1oc(-c2ccco2)nc1S(=O)(=O)c1ccc(C)cc1	?
CS(=O)(=O)c1ccc2nc(NC(=O)/C=C/c3ccc(Cl)cc3)sc2c1	i
CCCCNc1ncnc2c1[nH]c1ccc(OC)cc12	i
Cc1cc(C(F)(F)F)c(C#N)c(SCC(N)=O)n1	i
COc1ccc(OC)c(NC(=O)c2cc3cc4ccc(Cl)cc4nc3o2)c1	?
c1ccc2c(SCc3nc4ccccc4[nH]3)nncc2c1	i
COC(=O)c1ccc(N2C(=O)CSC2c2cccc(Cl)c2Cl)cc1 (stereo not given)	i
COc1cc(OC)cc(-c2cc3nc(C)c(CCC(=O)NC4CCCCCC4)c(C)n3n2)c1	i
O=C(O)c1ccc(S(=O)(=O)c2ccc3c(c2)C(=O)N(c2cccc(C(F)(F)F)c2)C3=O)cc1	i
CC1CN(c2ccccc2)CCN1C(=O)CCn1cccc1 (stereo not given)	?
CN1C[C@H](NC(=O)Nc2ccccc2Oc2ccccc2)C[C@H]1CO	i
N=c1oc2ccccc2cc1C(=O)Nc1ccc(Cl)cc1Cl	i
CCN(CC)CCOCCOC(=O)C1(c2ccccc2)CCCC1	i
FC(F)(F)c1cccc(Cc2noc(CN3CCC(Oc4cccnc4)CC3)n2)c1	i
CC(O)C#CCN1C(C)CCCC1C (stereo not given)	?
COc1cc(CN2CCCC(OCc3ccccn3)C2)cc2c1OCO2 (stereo not given)	i

Given field by field: entries from further up
Cc1cc(C(F)(F)F)c(C#N)c(SCC(N)=O)n1
- ST2 IL33 inh = i
COc1ccc(OC)c(NC(=O)c2cc3cc4ccc(Cl)cc4nc3o2)c1
- ST2 IL33 inh = ?
c1ccc2c(SCc3nc4ccccc4[nH]3)nncc2c1
- ST2 IL33 inh = i
COC(=O)c1ccc(N2C(=O)CSC2c2cccc(Cl)c2Cl)cc1 (stereo not given)
- ST2 IL33 inh = i

From PubChem BioAssay
